# MEX-5 binding: MEX-5 zinc finger RNA-binding disruptors – biochemical, C. elegans, fluorescence polarization, MLPCN library, primary screen. hit rate 0.38% among 300,000. MEX-5/FITC-TCR2 RNA binding; active compounds read low. activity score (negative = inhibition of binding), % at 10 µM;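 active = inhibition past about -25% in most replicates, and total fluorescence under double the plate's negative control median, limit read from the data; inconclusive = replicates evenly split on the limit, or fluorescence at least double controls; inactive = too little inhibition in most replicates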;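 also: 0% = DMSO and -100% = 5 µM competing unlabeled TCR2 RNA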
# Target sequence (Q9XUB2 whole entry, looked up): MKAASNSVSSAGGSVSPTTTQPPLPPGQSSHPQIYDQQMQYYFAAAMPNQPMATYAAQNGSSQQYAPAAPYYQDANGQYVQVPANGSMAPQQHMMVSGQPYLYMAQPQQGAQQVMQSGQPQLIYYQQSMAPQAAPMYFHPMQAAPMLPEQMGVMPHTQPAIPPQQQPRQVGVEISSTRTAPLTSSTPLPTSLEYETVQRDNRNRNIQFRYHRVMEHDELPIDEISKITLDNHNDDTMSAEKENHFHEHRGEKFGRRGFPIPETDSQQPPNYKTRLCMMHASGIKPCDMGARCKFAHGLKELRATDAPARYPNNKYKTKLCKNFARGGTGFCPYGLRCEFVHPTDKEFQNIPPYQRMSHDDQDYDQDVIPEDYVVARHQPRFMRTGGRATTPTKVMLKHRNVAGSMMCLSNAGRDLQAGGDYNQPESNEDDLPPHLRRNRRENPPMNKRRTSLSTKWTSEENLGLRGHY
# CIT2-GFP yeast: modulators of CIT2-GFP expression in yeast, primary screen, S. cerevisiae, GFP fusion, multiplex flow cytometry, MLPCN library; S. cerevisiae CIT2-GFP strain, 3 h; 100 means same as DMSO wells; GFP response vs DMSO, % at 10 µM; hit rate 0.065% among 320,000;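 active = GFP response relative to DMSO above a set limit, near the screen mean plus 3 SD, cut at about 150% in these data; inconclusive = Fewer than 70 cells measured for a yeast strain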;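 also: ratio of well median GFP fluorescence to mean of DMSO wells on the plate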
# VLA-4 inh: inhibition in human VLA-4 binding assay, primary screen, VLA-4 allosteric modulator project, MLPCN library, flow cytometry, VLA-4 expressing cells | inhibition, % (about 7 µM as worked out from the volumes in the protocol) | ligand binding flow cytometry | Integrin alpha-4 (Homo sapiens), P13612 | hit rate 0.2% among 330,000 | AID 2557, 2010; in the data active = inhibition above about 50%
# Yeast superoxide: reduction of superoxide in aged yeast, primary screen, HTS; S. cerevisiae aged cells, superoxide DHE fluorescence; active compounds read low; superoxide response (% of plate mean), % at 10 µM; hit rate 0.18% among 330,000; AID 2690, 2010;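 active = superoxide response under a set limit, about three screen SD below normal, cut at about 65% in these data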;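 also: yeast aged for seven days with compound at 30 °C before DHE staining; 100% = average MFI of all compound-treated wells on the plate with controls excluded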
# MCL1 BIM primary: inhibitors of MCL1 binding to BIM-BH3, primary screen, biochemical, fluorescence polarization | Induced myeloid leukemia cell differentiation protein Mcl-1 (Homo sapiens), Q07820 | GST-MCL1 / FITC-Bim-BH3 fluorescence polarization | inhibition, % at 10.9 µM | hit rate 0.68% among 320,000 | AID 2057, 2009;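 active = inhibition above the mean inhibition of all tested compounds plus 3 SD, set per campaign, cut at about 40% in these data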;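 also: 0% = DMSO wells and 100% = unlabeled Bim-BH3 peptide control; higher means more loss of mP so more displacement of Bim peptide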
# Bcl-xL primary: inhibitors of human Bcl-xL, primary screen, biochemical, fluorescence polarization, HTS. Bcl-2-like protein 1 (Homo sapiens), Q07817. GST-Bcl-xL / FITC-Bim BH3 peptide fluorescence polarization. inhibition, % at 10.9 µM. hit rate 0.7% among 320,000. AID 2129, 2009;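 active = inhibition above the mean of all tested compounds plus 3 SD, cutoff set per campaign, cut at about 30% in these data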;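 also: 0% = DMSO wells and 100% = unlabeled Bim-BH3 peptide competitor; inhibitors lower millipolarization by displacing the labeled peptide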
# GRK2 aptamer HTS: compounds blocking aptamer binding on GRK2 – biochemical, human GRK2, bead flow cytometry, HTS, primary screen; Beta-adrenergic receptor kinase 1 (Homo sapiens), P25098; FAM-aptamer displacement from GRK2; inhibition of aptamer binding, % at 10 µM; hit rate 0.59% among 330,000;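 active = inhibition of aptamer binding above 40%, roughly 3 SD of noise, on plates passing a quality check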;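 also: median bead fluorescence of bound FAM aptamer so fluorescent compounds give negative values; no value below 0 was filed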
# AGP1-GFP MLPCN: modulators of AGP1-GFP expression in yeast TOR pathway, primary screen, cell-based, multiplex flow cytometry, S. cerevisiae, MLPCN library; GFP response vs DMSO, % at 10 µM; 3 h; GFP as percent of DMSO wells; AID 2066, 2009; hit rate 0.02% among 320,000;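 active = GFP response relative to DMSO above a set limit, near screen average plus 3 SD, cut at about 150% in these data; inconclusive = fewer than 70 cells counted for the yeast strain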;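 also: median GFP channel fluorescence of the gated AGP1 strain per well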
# GLD-1 RNA inh: GLD-1/TGE RNA complex disruptors, primary screen, biochemical, fluorescence polarization. Female germline-specific tumor suppressor gld-1 (Caenorhabditis elegans), Q17339. purified GLD-1 + fluorescein TGE RNA. inhibition, % at 5.96 µM. hit rate 0.44% among 320,000. AID 2280, 2010;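 active = percent inhibition above a per-plate cutoff, the plate mean of test compounds plus 3 SD, cut at about 30% in these data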;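 also: 0% = DMSO wells with GLD-1 and probe and 100% = wells lacking GLD-1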
# Target sequence (Q17339 whole entry, looked up): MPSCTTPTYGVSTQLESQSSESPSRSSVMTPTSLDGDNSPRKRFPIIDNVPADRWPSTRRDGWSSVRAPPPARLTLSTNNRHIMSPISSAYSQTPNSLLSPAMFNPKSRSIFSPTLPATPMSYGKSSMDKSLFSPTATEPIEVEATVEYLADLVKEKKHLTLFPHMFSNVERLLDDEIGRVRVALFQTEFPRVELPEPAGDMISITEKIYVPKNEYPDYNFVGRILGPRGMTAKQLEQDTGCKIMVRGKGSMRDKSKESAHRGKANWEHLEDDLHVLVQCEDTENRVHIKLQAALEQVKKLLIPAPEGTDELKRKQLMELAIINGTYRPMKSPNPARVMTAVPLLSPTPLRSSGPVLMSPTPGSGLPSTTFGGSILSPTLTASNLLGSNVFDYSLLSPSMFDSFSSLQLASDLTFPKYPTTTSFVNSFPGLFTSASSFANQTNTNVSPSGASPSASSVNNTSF
# An asterisk follows results filed as active; ? = inconclusive; nt = not tested or not shown; [ ] = remark or other dose.
# Order of values – MEX-5 binding	Bcl-xL primary	VLA-4 inh	MCL1 BIM primary	GRK2 aptamer HTS	GLD-1 RNA inh	Yeast superoxide	CIT2-GFP yeast	AGP1-GFP MLPCN
COc1cccc(C(c2sc3ncnn3c2O)N2CCN(C(=O)c3ccco3)CC2)c1 (stereo not given)
  1.2	-1.1	0.0	1.7	2.0	-6.0	109.8	93.7	98.7
CCOC(=O)[C@H]1[C@H]2COc3ccccc3[C@@H]2N2C(=O)CN(Cc3ccccc3)C(=O)[C@@]12C
  nt	nt	12.4	nt	0.0	-0.8	95.2	96.2	94.4
CC(C)C(c1nnnn1C1CCCCC1)N1CCc2ccccc2C1 (stereo not given)
  -3.9	2.6	4.6	-0.8	0.0	4.7	101.2	99.4	100.2
CC(=O)c1cccc(S(=O)(=O)NC2CCSc3ccccc32)c1 (stereo not given)
  2.5	-1.3	-3.8	6.3	0.0	8.0	87.7	103.1	100.8
O=C(Nc1cc(Sc2nc3ccccc3s2)cc([N+](=O)[O-])c1)c1ccccc1F
  -1.6	0.7	9.6	-5.4	1.0	2.0	94.2	94.6	98.7
CC(=O)c1ccc(OCc2cc(C(=O)N3CCOCC3)no2)cc1
  -1.3	4.7	8.2	-2.3	2.0	0.6	93.9	106.0	99.5
COC(=O)/C(=C/c1ccc(OC)cc1)NC(=O)c1ccco1
  1.5	6.6	28.3	7.8	1.0	-0.2	99.8	94.1	92.4
Cc1ccc(-c2csc3nc(C)n(N)c(=O)c23)o1
  -1.9	-2.2	-1.3	6.7	0.0	0.8	106.3	83.1	79.9
COc1ccc(NS(=O)(=O)c2cc(-c3cnc(C4CC4)o3)ccc2C)cc1
  2.0	-2.6	26.2	-2.6	4.0	9.8	104.1	96.7	104.8
O=C(COC(=O)/C=C/c1ccc(S(=O)(=O)N2CCOCC2)cc1)Nc1ccccc1F
  nt	nt	2.4	nt	1.0	-8.1	101.3	115.9	108.2
OCCCc1ccc(O)c(O)c1
  -4.5	7.5	-10.4	3.8	0.0	2.3	99.2	101.6	104.4
Cc1ccc(N=Cc2ccc[nH]2)c(O)c1
  2.1	2.9	-4.7	-0.4	1.0	-1.7	101.4	101.0	101.5
COc1ccc(CNC(=O)CN(C(=O)CCC(=O)Nc2ccccn2)c2cccc(C)c2C)cc1
  -3.1	10.7	12.0	1.8	0.0	5.5	94.4	103.0	112.3
COC(=O)c1c(C)oc(C)c1S(=O)(=O)NC(C)(C)C
  -1.7	4.5	15.2	2.1	0.0	4.9	98.2	97.8	102.7
O=c1c2c(-c3ccc([N+](=O)[O-])cc3)csc2nc2n1CCC2
  0.8	12.5	4.9	6.2	4.0	9.5	110.3	104.1	102.7
CC(C)c1ccc(NC(=O)Cc2cn(C)c3ccccc23)cc1
  0.2	1.3	8.1	-8.0	3.0	12.1	84.7	102.3	101.0
CC(=O)Nc1ccccc1Oc1ccccc1
  0.2	4.0	7.7	3.4	0.0	1.9	99.1	103.0	102.4
O=C(CN1CCOCC1)Nc1nc2ccc(F)cc2s1
  4.4	-6.7	-2.5	-6.2	0.0	-3.9	102.8	107.3	109.3
Cc1cccc(NC(=O)COC(=O)Cc2c[nH]c3ccccc23)c1C
  0.9	2.3	1.3	5.3	0.0	-4.3	100.6	91.8	96.2
COc1ccc(-c2noc(CN3CCC(Cc4ccccc4)CC3)n2)cc1
  2.0	-1.4	4.5	-4.7	0.0	3.8	100.7	104.8	104.8
O=C(CN1CCOCC1)N1N=C(c2cccs2)CC1c1cccs1 (stereo not given)
  0.7	4.0	-2.9	2.5	0.0	-0.3	94.8	103.5	102.2
CCc1nnc(NC(=O)CSc2nc(N)c(NC(=O)c3ccc(OC)cc3)c(=O)[nH]2)s1
  2.9	5.0	11.5	-9.5	1.0	1.1	105.9	102.1	99.4
COc1cccc(CN2CCC(n3nccc3NC(=O)CCCc3ccccc3)CC2)c1O
  0.6	4.4	8.2	2.7	0.0	7.1	98.1	104.4	109.5
COc1ccc(CCNS(=O)(=O)c2ccc3c(c2)NC(=O)CS3)cc1OC
  -0.2	-0.5	4.3	3.8	0.0	-7.0	103.6	105.5	108.0
CCCCOc1ccc(C(=O)NCC(=O)N2CCN(Cc3ccc4c(c3)OCO4)CC2)cc1
  1.6	0.8	-6.5	0.1	0.0	-1.3	97.1	105.2	108.2
CCn1nnc(NC(=O)c2ccc(Br)o2)n1
  -0.8	5.0	8.7	0.8	1.0	-2.1	95.8	91.0	92.2
CCO[C@@H]1OC(C(=O)N2CCN(Cc3ccc4c(c3)OCO4)CC2)=C[C@H](c2coc3ccccc3c2=O)[C@H]1CCCO
  -2.8	12.6	5.7	21.1	0.0	9.1	100.5	94.6	86.2
Cn1c(CCNC(=O)c2ccco2)nc2cc(NC(=O)c3ccccc3)ccc21
  1.0	3.5	15.5	2.1	1.0	2.0	90.4	89.5	86.1
O=C(COC(=O)c1nc(Cl)ccc1Cl)NC(=O)c1ccccc1
  -0.5	-5.3	9.3	-6.8	0.0	5.0	113.1	96.7	96.1
CC(NC(=O)COC(=O)c1ccc([N+](=O)[O-])o1)c1ccccc1 (stereo not given)
  nt	nt	5.3	nt	0.0	-1.6	128.9	109.0	101.0
COc1cc(C(=S)N2CCOCC2)cc(OC)c1OC(=O)Cc1ccc(F)cc1
  2.2	4.8	-16.0	6.2	0.0	-0.4	113.1	109.6	104.3
CCCc1c(O)nc(SCCN(CC)CC)[nH]c1=O
  -0.9	4.5	12.8	0.3	5.0	3.0	96.2	97.4	87.3
COc1ccc(C)cc1S(=O)(=O)Nc1ccc(F)cc1
  4.2	0.0	-27.7	-4.2	0.0	1.8	111.4	100.9	101.1
CCCCOc1ccccc1C(=O)NNC(=S)NC(=O)c1ccccc1[N+](=O)[O-]
  -0.9	11.1	3.1	22.0	0.0	6.8	89.5	97.6	97.8
COc1ccc(-c2nc(N)n[nH]2)cc1
  -0.8	2.8	8.0	10.3	0.0	3.5	102.5	111.7	106.3
Fc1ccc(C(c2nnnn2Cc2cccs2)N2CCN(C3CCCCC3)CC2)cc1 (stereo not given)
  2.0	0.5	7.4	-1.6	3.0	-1.3	103.6	91.5	90.0
Cc1ccc(COc2ccsc2C(=O)NN)cc1
  -1.8	1.1	12.8	2.0	2.0	1.6	95.6	94.8	100.3
COc1cc(OC)c(OC)cc1/C=N/NC(=O)C[n+]1ccccc1
  -1.4	0.7	-12.8	-1.7	19.0	2.0	114.8	106.7	103.0
Cc1nc2ccc(NC(=O)C3CCCCC3)cc2s1
  nt	-17.8	12.4	-14.5	3.0	-34.6	141.9	92.0	97.4
COc1ccc(-c2csc(NC(=O)c3c(OC)cccc3OC)n2)cc1
  -1.9	8.1	14.2	6.3	0.0	6.3	110.5	93.5	102.3
Cc1ccc(-c2nn(-c3ccccc3)cc2C=O)o1
  0.6	7.6	7.8	2.5	0.0	1.3	99.7	85.7	91.8
O=C(C1CCN(S(=O)(=O)c2ccccc2)CC1)N1CCN(Cc2ccccc2)CC1
  0.3	nt	9.3	nt	0.0	nt	88.1	104.5	92.9
Cc1ccsc1C(C(=O)NC1CCCCC1)N(C(=O)Cc1cccs1)C1CC1 (stereo not given)
  -1.6	3.2	-1.8	0.6	1.0	-4.5	117.2	98.5	97.2
CC(C)Cn1c(N)c(C(=O)COC(=O)c2ccc(O)cc2O)c(=O)n(C)c1=O
  1.6	-3.7	7.3	-7.7	1.0	6.2	91.2	100.0	104.1
NC1(C#Cc2ccc3oc(=O)c(-n4cc(C5(O)CCCCC5)nn4)cc3c2)CCCCC1
  nt	nt	0.5	nt	1.0	4.7	104.5	95.0	100.0
CC(C)C(=O)Nc1ccc(S(=O)(=O)Nc2ccccn2)cc1
  0.8	3.9	-6.4	2.9	1.0	1.9	100.1	95.6	102.7
O=C1Nc2ccc(S(=O)(=O)NCC3CCCO3)c3cccc1c23 (stereo not given)
  -0.1	7.6	-0.5	4.4	0.0	0.8	82.1	104.3	99.7
CCOc1ccccc1NC(=O)CN(C)S(=O)(=O)c1cccc2nsnc12
  nt	5.3	-23.5	6.1	1.0	-0.5	114.3	91.1	102.0
CCOc1cc(C2C(C(=O)N3CCCCC3)=C(C)NC3=C2C(=O)CCC3)cc(Br)c1O (stereo not given)
  -4.5	4.6	5.5	7.5	5.0	3.4	94.8	98.8	102.7
CSc1ccccc1NC(=O)COC(=O)c1ccccc1O
  0.3	5.1	8.6	1.7	1.0	-2.0	97.2	100.9	100.6
Cc1cc(C(F)(F)F)nn1-c1nc(-c2ccco2)cc(C(F)(F)F)n1
  -0.4	-1.3	7.7	5.1	6.0	8.9	102.2	98.5	nt
COc1ccc(N(CC(=O)N/N=C(\C)c2cccs2)S(=O)(=O)c2ccccc2)cc1Cl
  -0.6	1.8	1.0	0.3	1.0	4.3	108.8	96.3	95.1
CCCCCCCCOC(=O)CCn1[nH]c(=O)c2ccccc2c1=O
  -4.2	6.3	20.1	0.2	0.0	-0.4	92.5	103.6	103.3
Cc1cn(-c2ccc(Br)cc2)[nH]c1=O
  1.9	-2.6	7.6	-3.1	0.0	8.4	79.6	94.1	87.4
COc1ccc(C2CC(c3ccc(C)cc3)Nc3nc(N)nn32)cc1 (stereo not given)
  -6.9	11.2	-1.0	-0.9	2.0	-4.5	114.8	97.8	96.2
CSCCC(NC(=O)c1cccc([N+](=O)[O-])c1)C(=O)OCC(=O)N1CCCC1=O (stereo not given)
  0.5	-16.5	-4.2	-14.0	2.0	3.8	105.0	97.5	93.0
N#CCCN(C(=O)c1ccco1)c1ccccc1
  -1.8	0.1	-2.6	-0.5	0.0	0.7	81.8	101.1	100.0
O=C(N/N=C/c1ccc2ccccc2c1)c1ccc(COc2ccc3c(c2)CCC3)o1
  -2.3	3.1	-3.7	-1.6	0.0	-1.8	82.6	91.9	95.2
COc1ccc(CNC(=O)c2c(-c3cc(Cl)c(OC)c(Cl)c3)noc2C)cc1
  2.5	2.3	45.3	3.3	0.0	3.8	107.6	72.0	79.8
Cc1c(-c2nnc(-c3ccc(C(F)(F)F)cc3)o2)cnn1-c1ccccc1
  -0.6	2.7	14.6	2.5	0.0	8.7	99.0	100.2	98.8
Cc1ccc(OCC(=O)NS(=O)(=O)c2ccc(Cl)cc2)cc1
  1.3	0.4	-0.7	4.1	3.0	2.7	89.0	93.0	93.3
Oc1c(N=Nc2ccccc2)sc2ccccc12
  1.7	-8.3	-9.3	-18.7	3.0	-13.1	86.9	?	19.0[may fluoresce violet]

# High-throughput results deposited in PubChem BioAssay by several laboratories.
